# Screens: PubChem, several laboratories
# Rv3671c protease – inhibitors of M. tuberculosis serine protease Rv3671c. P9WHR9. inhibition, % at 5.96 µM. 320,000 tested, 0.048% active. AID 2606; in the data active means inhibition above about 38%;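 further: extracellular domain of Rv3671c used as enzyme; 0% = enzyme with DMSO and 100% = no enzyme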
# Target sequence (P9WHR9 whole entry, looked up, the tested form may be a part): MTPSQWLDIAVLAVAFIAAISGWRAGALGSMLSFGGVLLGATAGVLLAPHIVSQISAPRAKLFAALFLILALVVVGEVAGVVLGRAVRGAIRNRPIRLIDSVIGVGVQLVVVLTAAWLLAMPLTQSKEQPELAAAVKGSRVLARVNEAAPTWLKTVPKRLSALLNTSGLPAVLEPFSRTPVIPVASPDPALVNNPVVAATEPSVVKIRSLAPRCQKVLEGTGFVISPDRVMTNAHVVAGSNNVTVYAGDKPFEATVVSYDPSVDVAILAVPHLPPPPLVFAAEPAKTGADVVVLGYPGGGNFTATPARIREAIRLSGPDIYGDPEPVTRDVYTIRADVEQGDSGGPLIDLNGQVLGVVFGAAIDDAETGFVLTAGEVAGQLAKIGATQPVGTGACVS
# UGM FP inh – inhibitors of M. tuberculosis UDP-galactopyranose mutase; P9WIQ1; purified UGM, fluorescence polarization probe displacement; inhibition, % at 10 µM; 320,000 tested, 0.06% active; in the data active means inhibition above about 10%, passing the limit was not always enough; inconclusive means no clear call, values can overlap the other calls
# Target sequence (P9WIQ1 whole entry, looked up): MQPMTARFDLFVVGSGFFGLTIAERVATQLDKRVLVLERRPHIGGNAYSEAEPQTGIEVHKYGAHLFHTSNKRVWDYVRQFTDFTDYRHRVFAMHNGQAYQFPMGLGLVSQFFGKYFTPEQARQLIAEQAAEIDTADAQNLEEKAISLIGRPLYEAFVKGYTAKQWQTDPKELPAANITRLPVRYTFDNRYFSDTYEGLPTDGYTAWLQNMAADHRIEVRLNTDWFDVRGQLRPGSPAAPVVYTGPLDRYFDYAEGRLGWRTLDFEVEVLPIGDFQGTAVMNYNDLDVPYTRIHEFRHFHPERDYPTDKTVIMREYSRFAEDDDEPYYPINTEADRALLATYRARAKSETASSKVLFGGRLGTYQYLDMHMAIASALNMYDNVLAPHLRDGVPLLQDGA
# Mtb BioA inh – BioA (M. tuberculosis) enzyme inhibition | purified M. tuberculosis BioA enzyme, plate reader | inhibition, % at 9.99 µM | 360,000 tested, 0.096% active; in the data active means inhibition above about 40%; inconclusive means no clear call, values can overlap the other calls
# MazEF act – MazEF (E. coli) toxin RNase activation | activation, % at 20 µM | FAM/BHQ RNA-DNA oligo cleavage fluorescence, 5 h | 350,000 tested, 0.32% active | P0AE70; in the data active means activation above about 50%
# Target sequence (P0AE70 whole entry, looked up): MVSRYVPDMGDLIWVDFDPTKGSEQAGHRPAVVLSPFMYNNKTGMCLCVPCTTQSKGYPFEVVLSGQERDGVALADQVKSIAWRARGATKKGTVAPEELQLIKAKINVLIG
# GDH-TPI counter – counter-screen for M. tuberculosis FBA inhibitors: GDH-TPI coupled enzymes; 360,000 tested, 1.2% active; GDH-TPI coupled enzyme counterscreen, NADH absorbance; AID 588335; inhibition, % at 4.8 µM; in the data active means inhibition above about 30%;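 further: 0% = DMSO wells and 100% = wells lacking the enzyme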
# BoNT-F LC inh – blocks Botulinum neurotoxin F light chain protease | Multiplex microsphere protease cleavage assay, flow cytometry | inhibition, % at 10 µM | 360,000 tested, 0.22% active | AID 588497; in the data active means inhibition above about 35%, passing the limit was not always enough; inconclusive means no clear call, values can overlap the other calls; further: plate controls were buffer without enzyme for full effect and enzyme alone for no effect
# Mtb FBA inh – inhibitors of M. tuberculosis fructose-bisphosphate aldolase; P9WQA3; purified M. tuberculosis FBA, fluorescence read-out; inhibition, % at 1 µM; 360,000 tested, 2.3% active; AID 588726; in the data active means inhibition above about 27%;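 further: 0% = vehicle and 100% = reference inhibitor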
# FadD28 binding – M. tuberculosis FadD28 bisubstrate binding inhibition. FadD28 bisubstrate probe binding, fluorescence polarization. inhibition, % at 12.5 µM. 360,000 tested, 0.22% active; in the data active means inhibition above about 8.5%, passing the limit was not always enough; inconclusive means no clear call, values can overlap the other calls
# PrPC surface inh – reduces human prion protein on the cell surface | 370,000 tested, 0.43% active | cell surface PrPC, TR-FRET read-out | AID 720596 | inhibition, % at 13.8 µM | P04156; in the data active means inhibition above about 24%; further: 0% = median of the test wells and 100% = reference compound wells
# An asterisk follows results filed as active; ? = inconclusive; . = no result given.
1	C=CCNC(=S)N(CC=C)C1CCS(=O)(=O)C1 (stereo not given)
2	O=C(Nc1ccc2c(c1)OCO2)c1cc(C2CCCCN2S(=O)(=O)c2ccccc2)on1 (stereo not given)
3	Cc1cc(C(=O)COC(=O)c2ccc(Cl)c(S(N)(=O)=O)c2)c(C)n1C1CC1
4	CC[C@H](C)[C@H](NC(N)=O)C(=O)Nc1ccc(S(=O)(=O)NC(C)C)cc1
5	O=C(Nc1ccccc1)C1=C[C@H](c2csc3ccccc23)C[C@H](OCCCCO)O1
6	CCc1ccc(NC(=O)CCc2nnc3ccc(N4CCCC4)nn23)cc1
7	Cc1cccc(NC(=O)CSC2=NN3CCCC(=O)N=C3S2)c1C
8	Cc1cc(C)c(OCC(=O)Nc2cc(C(=O)O)cc(C(=O)O)c2)cc1C
entry no.	1	2	3	4	5	6	7	8
Rv3671c protease	-11	.	-1	0	-28	-2	-4	5
UGM FP inh	2.1	.	1.0	0.0	-0.6	-3.0	0.8	-0.6
Mtb BioA inh	-2.7	-0.8	1.6	0.4	-3.6	1.6	-0.8	.
MazEF act	0	.	1	-4	-4	7	0	6
GDH-TPI counter	9	11	0	9	4	-2	0	-5
BoNT-F LC inh	0	-4	.	1	12	-6	-6	-4
Mtb FBA inh	3	5	-2	2	-1	1	1	3
FadD28 binding	-0.7	-0.3	-3.1	0.1	-3.5	-0.2	-3.4	-1.1
PrPC surface inh	-1	47*	-2	4	1	1	3	5

9	CC1(Oc2cccc(F)c2)CCN(Cc2ccc(-c3ccccc3)o2)C1 (stereo not given)
10	Cc1csc2nc(O)c(C(=O)NCCCc3ccccc3)c(=O)n12
11	CCC(C)NC(=O)C1CN(S(=O)(=O)c2ccccc2)CCN1S(=O)(=O)c1ccccc1 (stereo not given)
12	O=C(NCc1ccccc1)NC1CCS(=O)(=O)C1 (stereo not given)
13	O=C(Nc1cccc2ncccc12)c1ccc(OCc2ccccc2)cc1
14	COc1cc2c(cc1NC(=O)COC(=O)[C@@H](NC(=O)c1ccccc1)C(C)C)oc1ccccc12
15	OC1(c2ccccc2)CNCCc2ccccc21 (stereo not given)
16	COc1ccc(Nc2nnc(C)c3ccccc23)cc1
entry no.	9	10	11	12	13	14	15	16
Rv3671c protease	.	3	-4	9	-4	-14	1	5
UGM FP inh	.	0.2	0.1	2.7	-0.2	1.4	-0.5	0.3
Mtb BioA inh	0.1	.	2.8	.	.	-2.4	-1.2	9.2
MazEF act	.	8	-4	-21	-16	-25	-4	9
GDH-TPI counter	-6	3	-6	4	5	14	1	7
BoNT-F LC inh	-2	-2	0	3	0	-1	7	-5
Mtb FBA inh	-2	3	-1	-1	-2	14	4	1
FadD28 binding	-4.8	-0.8	-2.8	-4.2	-0.6	-5.1	-0.5	-1.8
PrPC surface inh	5	1	6	-2	5	1	3	-6

# Complete entries, looked up by structure. Values in the order: Rv3671c protease, UGM FP inh, Mtb BioA inh, MazEF act, GDH-TPI counter, BoNT-F LC inh, Mtb FBA inh, FadD28 binding, PrPC surface inh
# Entry for `O=C(Nc1cccc2ncccc12)c1ccc(OCc2ccccc2)cc1` : -4, -0.2, ., -16, 5, 0, -2, -0.6, 5
# Entry for `COc1cc2c(cc1NC(=O)COC(=O)[C@@H](NC(=O)c1ccccc1)C(C)C)oc1ccccc12` : -14, 1.4, -2.4, -25, 14, -1, 14, -5.1, 1
# Entry for `CCC(C)NC(=O)C1CN(S(=O)(=O)c2ccccc2)CCN1S(=O)(=O)c1ccccc1` (stereo not given) : -4, 0.1, 2.8, -4, -6, 0, -1, -2.8, 6
# Entry for `COc1ccc(Nc2nnc(C)c3ccccc23)cc1` : 5, 0.3, 9.2, 9, 7, -5, 1, -1.8, -6

# Following part.
17	Cc1cccc(NS(=O)(=O)c2cc(C(=O)NCCC3=CCCCC3)ccc2Cl)c1
18	COc1ccc(NC(=O)CN(Cc2ccccc2)Cc2ccccc2)cc1S(N)(=O)=O
19	COc1ccccc1-n1c(CNc2ccc(F)cc2)nnc1SCC(=O)Nc1cc(C)on1
20	O=C(Nc1ccc(S(=O)(=O)NC2=NCCCCC2)cc1)c1ccc2ccccc2n1
21	CSC1=NCCN1C(=O)C(C)(C)Oc1ccc(Cl)cc1
22	CSc1ccccc1NC(=O)CN(C)CC(=O)Nc1ccc(Cl)cc1F
23	Oc1ccc(/C=N/Nc2nc(-c3ccc(Cl)cc3)cc(C(F)(F)F)n2)cc1
24	O=C(CSC1=NCCS1)Nc1nc(-c2ccccc2)cs1
entry no.	17	18	19	20	21	22	23	24
Rv3671c protease	-77	-9	-12	-9	2	8	-7	-21
UGM FP inh	-1.9	-2.5	1.3	-3.4	-0.8	1.8	-1.4	1.7
Mtb BioA inh	1.0	.	0.6	.	0.4	.	-0.2	-8.7
MazEF act	11	-1	4	5	-18	1	8	-1
GDH-TPI counter	-3	-1	1	21	-5	-1	26	6
BoNT-F LC inh	-12	-10	-2	-2	-4	-5	-4	-16
Mtb FBA inh	-2	1	5	1	2	-1	-3	-5
FadD28 binding	-2.3	-1.7	-0.2	-1.3	-0.4	-1.6	-2.1	-3.7
PrPC surface inh	22	-1	3	-1	16	-3	8	4

25	CN(CC(=O)Nc1ccccc1C(F)(F)F)C(=O)c1ccc(-c2ccc(Cl)cc2)o1
26	Cc1ccc(-c2n[nH]c(=O)c3ccccc23)cc1S(=O)(=O)N(C)CCO
27	Cc1cccc(C2C3=C(CCCC3=O)N=C3c4ccccc4C(=O)C32)c1 (stereo not given)
28	COc1ccccc1NC(=O)CCc1nc2sc3c(c2c(=O)[nH]1)CCCC3
29	Cc1ccn(CC(=O)NC2CCCN(Cc3ccccc3F)C2)n1 (stereo not given)
30	COc1ccc(NC(=O)CSc2nnc(CNC(=O)c3cccs3)o2)c(OC)c1
31	CCCCOc1ccc(C(=O)NCC(=O)NCC(c2ccco2)N2CCCCC2)cc1 (stereo not given)
32	CCOC(=O)c1cnn(CC2CCCCC2)c1N
entry no.	25	26	27	28	29	30	31	32
Rv3671c protease	0	1	0	-14	.	0	2	-2
UGM FP inh	0.8	4.1	0.5	-0.3	.	-1.1	-1.5	-0.2
Mtb BioA inh	-0.7	2.5	.	.	.	-0.7	.	3.5
MazEF act	11	4	11	-5	6	4	-5	4
GDH-TPI counter	7	-5	8	1	3	-7	2	3
BoNT-F LC inh	-12	-2	?	-2	1	-2	3	-4
Mtb FBA inh	2	1	0	-4	-1	-1	1	3
FadD28 binding	-2.5	-5.8	-0.8	-5.8	-2.8	-0.3	-0.5	-1.5
PrPC surface inh	-6	6	-10	10	-4	4	-4	-5

33	CC(=O)Oc1ccc2c(=O)c(-c3ccccc3)c(C)oc2c1
34	COc1ccc(OC)c(S(=O)(=O)NCC(c2ccco2)N2CCc3ccccc32)c1 (stereo not given)
35	CCOc1ccc2[nH]c(=O)c(C(c3nnnn3Cc3ccco3)N3CCC(C)CC3)cc2c1 (stereo not given)
36	CC1(c2ccc(OC(F)F)cc2)NC(=O)N(CC(=O)Nc2ccccc2)C1=O (stereo not given)
37	CCCCc1ccc2[nH]cc(CCN)c2c1
38	CN(C)C(=O)Cn1c(=O)n(C)c2ccccc21
39	COc1ccc(N2CCN(c3oc(COc4ccc(Cl)cc4Cl)nc3C#N)CC2)cc1
40	Cc1c(C(=O)Nc2ccc(F)cc2)nnn1-c1cccc(C(F)(F)F)c1
entry no.	33	34	35	36	37	38	39	40
Rv3671c protease	-4	9	-10	-10	8	11	9	1
UGM FP inh	0.2	-1.0	-2.9	0.8	2.8	1.6	-2.6	-0.2
Mtb BioA inh	-1.0	-0.8	-1.4	3.5	5.9	-0.7	-1.3	-1.1
MazEF act	-14	2	-6	5	9	11	1	9
GDH-TPI counter	3	8	3	5	-3	-7	4	0
BoNT-F LC inh	-11	2	-16	-14	-22	1	-2	-2
Mtb FBA inh	43*	2	10	0	-3	1	-2	0
FadD28 binding	-1.6	-0.3	-1.0	-9.7	-1.3	-0.8	-6.7	-0.7
PrPC surface inh	3	6	0	-12	-1	1	0	11

41	CC(=O)N1CCc2cc(S(=O)(=O)NCCC(=O)NC3CCCCCC3)ccc21
42	Cn1c(=O)c2c(nc(N/N=C/c3ccc(OC(=O)c4ccco4)cc3)n2Cc2ccccc2Cl)n(C)c1=O
43	COc1cccc(N2CCN(Cc3cccc(Cl)c3)CC2)c1
44	CCCCn1c(N)c(N(CCOC)C(=O)c2ccc(N3CCCC3)c([N+](=O)[O-])c2)c(=O)[nH]c1=O
45	Cc1cccc(N2Cc3ccccc3C2=NC(=O)c2ccc(Cl)nc2)c1
46	O=C(c1ccc(-c2cccc(C(F)(F)F)c2)o1)N1CCN(c2ccccc2O)CC1
47	O=C(Nc1cc(Cl)ccc1O)c1cc2n(n1)C(C(F)(F)F)CC(c1ccc3c(c1)OCO3)N2 (stereo not given)
48	O=C(N/N=C1/CC2C=CCC12)c1ccco1 (stereo not given)
entry no.	41	42	43	44	45	46	47	48
Rv3671c protease	-5	9	7	5	-3	-3	-10	4
UGM FP inh	-1.4	0.2	-2.4	-1.4	3.2	1.7	-1.8	-0.2
Mtb BioA inh	0.7	-1.9	.	.	0.8	0.0	-1.2	.
MazEF act	4	-17	5	-5	-1	0	12	-2
GDH-TPI counter	-6	1	2	6	-4	2	7	3
BoNT-F LC inh	2	-29	-6	.	-1	-3	?	4
Mtb FBA inh	-1	-2	-2	-6	3	-1	1	0
FadD28 binding	-3.9	-0.7	-2.1	-0.6	-3.7	-4.7	-1.5	-0.8
PrPC surface inh	4	.	.	-10	3	4	7	4

49	CCc1nc2ccc(C(=O)NCCc3ccccc3OC)cc2nc1CC
50	COc1ccc(C2Nc3ccccc3C(=O)N2c2ccc(C)cc2)cc1Cn1cc([N+](=O)[O-])cn1 (stereo not given)
51	O=C(O)c1ccccc1NS(=O)(=O)c1ccc2c3c(cccc13)C(=O)N2
52	OC(c1ccc2c(c1)OCO2)c1ncc(-c2ccc(Cl)cc2)[nH]1 (stereo not given)
53	O=C(NC(C(=O)c1ccccc1)N1CCOCC1)c1ccccc1 (stereo not given)
54	CCCCn1c(NCCN(C)C)nc2c1c(=O)[nH]c(=O)n2C
55	COc1ccccc1N1CCN(CC(=O)Nc2cc(C)nn2-c2nc(C)cc(C)n2)CC1
56	COCCNC(=O)NC(=O)COC(=O)Cc1ccc2c(c1)OCCO2
entry no.	49	50	51	52	53	54	55	56
Rv3671c protease	-7	-8	-10	.	5	0	.	-7
UGM FP inh	3.1	-0.5	1.2	.	-4.9	-3.0	.	1.2
Mtb BioA inh	-0.6	-0.5	13	4.2	-12	-1.9	-0.9	-1.2
MazEF act	-9	8	9	.	2	5	-6	-9
GDH-TPI counter	5	11	11	4	19	-12	5	-3
BoNT-F LC inh	-5	-6	-12	-6	-2	6	2	1
Mtb FBA inh	0	2	5	4	0	-2	-4	4
FadD28 binding	-0.9	-1.3	-9.2	-0.5	-1.1	0.4	-1.6	0.3
PrPC surface inh	-4	-5	-11	8	10	3	9	-11

# 2 compounds drawn at random from the list so far, as already listed:
51	O=C(O)c1ccccc1NS(=O)(=O)c1ccc2c3c(cccc13)C(=O)N2
50	COc1ccc(C2Nc3ccccc3C(=O)N2c2ccc(C)cc2)cc1Cn1cc([N+](=O)[O-])cn1 (stereo not given)
entry no.	51	50
Rv3671c protease	-10	-8
UGM FP inh	1.2	-0.5
Mtb BioA inh	13	-0.5
MazEF act	9	8
GDH-TPI counter	11	11
BoNT-F LC inh	-12	-6
Mtb FBA inh	5	2
FadD28 binding	-9.2	-1.3
PrPC surface inh	-11	-5

# Next section.
57	O=C(OCC(=O)N1CCCCCC1)c1ccc(F)cc1F
58	O=C(Nc1ncc2c(n1)CC(c1cccc(Cl)c1)CC2=O)c1ccco1 (stereo not given)
59	COC(=O)c1cccc(N(C(=O)c2ccco2)C(C(=O)NC2CCCC2)c2ccco2)c1 (stereo not given)
60	O=C(c1ccc(N2CCCCC2)c([N+](=O)[O-])c1)N(c1ccccn1)c1ccccn1
61	Cn1c(C(F)(F)F)nc2c(=O)oc3ccccc3c21
62	CCCCCCCC(=O)NNC(=O)c1c(O)c2ccccc2n(CC)c1=O
entry no.	57	58	59	60	61	62
Rv3671c protease	.	-1	-8	1	1	1
UGM FP inh	.	-1.4	-0.6	1.1	-0.5	-1.7
Mtb BioA inh	-1.5	61*	-0.4	-0.9	0.5	.
MazEF act	0	-1	-6	-2	7	0
GDH-TPI counter	-1	3	16	15	14	-1
BoNT-F LC inh	-6	.	27	2	-1	2
Mtb FBA inh	-3	1	1	-5	2	-1
FadD28 binding	-2.3	-3.8	-1.4	-0.2	0.8	-1.1
PrPC surface inh	6	3	5	-10	-7	-4
